GALR2 antag = antagonists of human galanin receptor 2 (GALR2); O43603; GALR2-expressing cells, antagonist mode; inhibition, % at 4 µM; 0.39% of 140,000 active; in the data active means inhibition above about 27%;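 further: cells stimulated with galanin 1-16 at roughly its EC80; 0% = agonist challenge control and 100% = basal control without agonist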
Target sequence (O43603 whole entry, looked up): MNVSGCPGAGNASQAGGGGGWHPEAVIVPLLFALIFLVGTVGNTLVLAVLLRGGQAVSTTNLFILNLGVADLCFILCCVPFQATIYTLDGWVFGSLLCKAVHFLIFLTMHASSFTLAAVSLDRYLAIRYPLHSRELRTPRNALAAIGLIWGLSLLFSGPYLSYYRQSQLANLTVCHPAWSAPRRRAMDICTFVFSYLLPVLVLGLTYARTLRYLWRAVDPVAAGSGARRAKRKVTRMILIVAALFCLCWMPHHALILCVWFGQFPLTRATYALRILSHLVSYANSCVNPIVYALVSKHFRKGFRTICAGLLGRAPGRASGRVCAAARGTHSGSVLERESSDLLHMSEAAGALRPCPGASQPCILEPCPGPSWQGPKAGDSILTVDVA
NPY Y2 blocker = antagonists of human neuropeptide Y receptor Y2. NPY-Y2 expressing cells, antagonist mode. P49146. 0.99% of 140,000 active. inhibition, % at 2.7 µM; in the data active means inhibition above about 17%;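 further: 0% = vehicle with agonist challenge and 100% = reference antagonist with challenge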
Target sequence (P49146 whole entry, looked up): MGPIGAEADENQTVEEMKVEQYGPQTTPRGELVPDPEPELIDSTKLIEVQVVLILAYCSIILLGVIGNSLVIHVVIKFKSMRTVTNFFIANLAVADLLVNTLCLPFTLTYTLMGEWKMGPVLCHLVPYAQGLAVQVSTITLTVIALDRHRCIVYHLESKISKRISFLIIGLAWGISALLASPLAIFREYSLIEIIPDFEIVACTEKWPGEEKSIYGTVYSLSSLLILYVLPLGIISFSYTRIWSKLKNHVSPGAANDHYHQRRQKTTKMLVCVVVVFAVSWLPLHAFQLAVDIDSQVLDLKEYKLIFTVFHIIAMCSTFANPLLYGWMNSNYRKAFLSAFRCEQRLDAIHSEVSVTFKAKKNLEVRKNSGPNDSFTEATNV
Phagocyt inh = inhibitors of macrophage phagocytosis. inhibition, % at 5 µM. AID 1029. 0.07% of 110,000 active. J774A.1 macrophage IgG-bead phagocytosis, imaging;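 active means inhibition above the mean of the plate negative controls plus 5 SD, cut at about 13% in these data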;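 further: phagocytic index as fraction of beads internalized from green versus red external bead signal; plate controls were DMSO negative control for no effect and cytochalasin-D positive control for full effect; some results beyond the cut were filed as inactive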
MRP1 act = activators of MRP-1; H69AR cells + doxorubicin, viability rescue, CellTiter-Glo; viability increase, % at 10 µM; 0.61% of 140,000 active; AID 799;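 active means viability gain under doxorubicin at or above a set limit, the compound median plus 3 SD, cut at about 4.7% in these data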;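 further: MRP-1 overexpressing cells given doxorubicin 25 µM after compound pretreatment; 18-22 h compound pretreatment then 72 h with doxorubicin before readout; 0% = doxorubicin-only wells and 100% = vehicle-treated cells without doxorubicin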
Measles CPE = protection of cells from measles virus; Measles virus-infected cells, CPE protection, absorbance; AID 841; protection (pct of control), % at 4 µM; 1.5% of 140,000 active; in the data active means protection mostly above about 24%, no sharp cut-off; inactive means mostly below about 26%; further: some compounds called inactive have numbers as strong as hits
HCT116 bCat-KO = beta-catenin-lacking colon tumor cell growth suppression | 1.5% of 140,000 active | HCT116 beta-catenin knockout viability, CellTiter-Glo, 60 h; hits give low values | AID 818 | viability, % at 10 µM;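 active means viability at or under a set limit, the compound median less 4 SD, cut at about 6% in these data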;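 further: 0% = Hyamine 1622 control at 20 µM and 100% = untreated cell control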
Yeast lifespan up = extends the lifespan of yeast; 0.68% of 130,000 active; AID 775; S. cerevisiae growth with nicotinamide, OD615; deaD strain in restrictive glucose medium; inhibition of the nicotinamide effect, % at 10 µM;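 active means inhibition above a set limit, placed 3 SD over the median of all compounds, cut at about 26% in these data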;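 further: 0% = nicotinamide-treated wells and 100% = cells grown without nicotinamide; some compounds called inactive have numbers as strong as hits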
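System: DeaD-strain S. cerevisiae / Buffer or medium: CSMM-D, restrictive glucose (dextrose) synthetic minimal medium / Probe or stimulus: nicotinamide, 1.5 mM, co-present with compound / Compound: one concentration, 10 µM, DMSO 0.25% / Incubation: 48 h compound exposure at 30 °C, humidified / Technique: optical density (absorbance) at 615 nm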
Yeast growth inh = reduces growth of yeast BB579 in restrictive medium; S. cerevisiae BB579 growth, OD615, 48 h; 0.51% of 140,000 active; inhibition, % at 10 µM;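 active means inhibition above a set limit, 3 SD over the mean compound inhibition, cut at about 44% in these data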; further: inactives centre near -24
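System: Saccharomyces cerevisiae DeaD strain BB579, replicative lifespan model yeast. Buffer or medium: restrictive glucose-based CSMM-D medium. Doses: one dose, 10 µM compound with 0.25% DMSO. Timing: 4 h preincubation and 48 h exposure at 30 °C. Detection: turbidity as optical density at 615 nm. Benchmarks: amphotericin B 10 µg/mL, positive.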
HCT116 PTEN-null = suppresses growth of cells with PTEN deletion. HCT116 PTEN-null viability, CellTiter-Glo, 60 h; hits give low values. viability, % at 10 µM. 1.2% of 140,000 active. AID 827;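 active means viability at or below a set limit, 4 SD under the median of all tested compounds, cut at about 3.7% in these data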;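 further: PTEN knockout HCT116 line with beta catenin targeted HCT116 as companion control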
E-sel TNF inh = TNF alpha driven E-selectin expression inhibition. HUVEC TNFa-induced E-selectin immunofluorescence, high content. inhibition, % at 2 µM. 0.71% of 120,000 active. AID 1246;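 active means inhibition above the batch mean plus 3 SD, and confirmed as a hit on visual image review, cut at about 43% in these data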;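 further: 0% = TNF-stimulated DMSO wells and 100% = unstimulated control wells; not every result past the cut was called active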
The depositor's hits bear a star. An unsorted share of the library; about 6.2% have a hit in one of these screens.

`Cc1[nH]nc2c1C(c1ccsc1C)C(C#N)=C(N)O2` (stereo not given) gave GALR2 antag 14, NPY Y2 blocker 2, Phagocyt inh 0, MRP1 act -1.7, Measles CPE 22, HCT116 bCat-KO 91, Yeast lifespan up -17, Yeast growth inh -36, HCT116 PTEN-null 1.2* and E-sel TNF inh 10.
For Cn1cccc1C(=O)C(=O)Nc1ccc(Cl)cc1 the results were GALR2 antag 2, NPY Y2 blocker 0, MRP1 act -1.2, Measles CPE 41*, HCT116 bCat-KO 94, Yeast lifespan up -14, Yeast growth inh -31, HCT116 PTEN-null 94 and E-sel TNF inh 38.
For CCN(C(=O)COC(=O)c1cc(-c2ccc3cc(OC)ccc3c2)nc2ccccc12)C1CCS(=O)(=O)C1 (stereo not given) the results were GALR2 antag -13, NPY Y2 blocker 1, Phagocyt inh 4, MRP1 act -0.5, Measles CPE 16, HCT116 bCat-KO 86, Yeast lifespan up -3, Yeast growth inh -15 and HCT116 PTEN-null 69.
O=c1cc(C(F)(F)F)[nH]c(=O)n1C1CCCCC1 was read as GALR2 antag 10, NPY Y2 blocker 3, MRP1 act -1.3, Measles CPE 5, HCT116 bCat-KO 101, Yeast lifespan up 19, Yeast growth inh -3, HCT116 PTEN-null 93 and E-sel TNF inh -48.
For c1ccc(SCCOCCN2CCc3ccccc3C2)cc1 the results were GALR2 antag 13, NPY Y2 blocker 7, Phagocyt inh -1, MRP1 act -2.4, Measles CPE 8, HCT116 bCat-KO 74, Yeast lifespan up 12, Yeast growth inh -18 and HCT116 PTEN-null 75.
Screening c1ccc(CCn2nnnc2C(c2cccnc2)N2CCN(c3ccccc3)CC2)cc1 (stereo not given) returned GALR2 antag -6, NPY Y2 blocker 6, Phagocyt inh 0, MRP1 act -0.7, Measles CPE 7, HCT116 bCat-KO 66, Yeast lifespan up -15, Yeast growth inh -10 and HCT116 PTEN-null 76.
CCc1nc(SCC(=O)NCCc2ccccc2)c2oc3ccccc3c2n1 was read as GALR2 antag 8, NPY Y2 blocker 4, Phagocyt inh -3, MRP1 act 0.7, Measles CPE 10, HCT116 bCat-KO 80, Yeast lifespan up -19, Yeast growth inh -34, HCT116 PTEN-null 74 and E-sel TNF inh 5.
Screening CC(C)(C)NCc1ccccc1OCc1cccs1 returned GALR2 antag 1, NPY Y2 blocker 3, Phagocyt inh -3, MRP1 act -1.2, HCT116 bCat-KO 90, Yeast lifespan up -7, Yeast growth inh -54, HCT116 PTEN-null 80 and E-sel TNF inh 29.
Screening CC1=CC(C)(C)N2C(=O)C3(C(C#N)=C(N)Oc4cc(C)oc(=O)c43)c3cccc1c32 (stereo not given) returned GALR2 antag 2, NPY Y2 blocker -2, Phagocyt inh 0, MRP1 act 0.7, Measles CPE 2, HCT116 bCat-KO 91, Yeast lifespan up -4, Yeast growth inh -19, HCT116 PTEN-null 92 and E-sel TNF inh -16.
For Cc1cccc(C)c1OCC(=O)OC/C(O)=C(\C#N)c1nc2ccccc2[nH]1 the results were GALR2 antag -11, NPY Y2 blocker 2, Phagocyt inh -7, MRP1 act -2.3, Measles CPE 8, HCT116 bCat-KO 10, Yeast lifespan up -3, Yeast growth inh -24, HCT116 PTEN-null 11 and E-sel TNF inh 3.
For C=CCn1c(=O)c2c3c(sc2n2c(Nc4ccccc4)nnc12)CCCC3 the results were GALR2 antag -6, NPY Y2 blocker 6, Phagocyt inh -1, MRP1 act -5.0, Measles CPE 12, HCT116 bCat-KO 68, Yeast lifespan up -6, Yeast growth inh -14, HCT116 PTEN-null 61 and E-sel TNF inh 6.
`CCCOc1c(Cl)cc(/C=N/O)cc1OCC` gave GALR2 antag 2, NPY Y2 blocker 9, Phagocyt inh -2, MRP1 act -4.9, Measles CPE 7, HCT116 bCat-KO 103, Yeast lifespan up -10, Yeast growth inh -35, HCT116 PTEN-null 93 and E-sel TNF inh -2.
COc1ccc(N2CCN(Cc3nc4c(c(=O)[nH]c(=O)n4C)n3CCCc3ccccc3)CC2)cc1 was read as GALR2 antag -10, NPY Y2 blocker -1, MRP1 act -3.5, Measles CPE 17, HCT116 bCat-KO 95, Yeast lifespan up 11, Yeast growth inh -54, HCT116 PTEN-null 81 and E-sel TNF inh -27.
Screening CCS(=O)(=O)N1CCC(C(=O)NCCCN2CCCC2)CC1 returned GALR2 antag -3, NPY Y2 blocker 1, MRP1 act -1.4, Measles CPE 31, HCT116 bCat-KO 106, Yeast lifespan up -13, Yeast growth inh -3, HCT116 PTEN-null 99 and E-sel TNF inh -2.
Screening c1ccc(CCNC2=NCCCS2)cc1 returned GALR2 antag -1, NPY Y2 blocker 1, MRP1 act -2.4, Measles CPE 25, HCT116 bCat-KO 94, Yeast lifespan up -9, Yeast growth inh 1 and HCT116 PTEN-null 105.
For COCCn1c(=NC(=O)/C=C/c2cccs2)sc2cc(NC(C)=O)ccc21 the results were GALR2 antag 8, NPY Y2 blocker 0, Phagocyt inh -12, MRP1 act -3.7, Measles CPE 12, HCT116 bCat-KO 90, Yeast lifespan up -7, Yeast growth inh -22 and HCT116 PTEN-null 64.
For COc1ccc(C2CC(c3ccccc3)=NN2C(=O)COC(=O)c2cc(S(=O)(=O)N3CCOCC3)ccc2Cl)cc1 (stereo not given) the results were GALR2 antag 15, NPY Y2 blocker 0, Phagocyt inh 2, MRP1 act -2.7, Measles CPE 22, HCT116 bCat-KO 94, Yeast lifespan up -3, Yeast growth inh -23 and HCT116 PTEN-null 95.
CC(=O)CCc1c(C)[nH]c2ccccc2c1=O was read as GALR2 antag -5, NPY Y2 blocker 2, Phagocyt inh -1, MRP1 act -1.6, Measles CPE 18, HCT116 bCat-KO 94, Yeast lifespan up -5, Yeast growth inh -19, HCT116 PTEN-null 104 and E-sel TNF inh -19.
`COc1ccc(NC(=O)CCN2CCN(S(=O)(=O)c3cc(Cl)ccc3Cl)CC2)cc1` gave GALR2 antag 1, NPY Y2 blocker 3, Phagocyt inh -2, MRP1 act -1.7, Measles CPE 10, HCT116 bCat-KO 75, Yeast lifespan up -14, Yeast growth inh -46, HCT116 PTEN-null 70 and E-sel TNF inh 18.
CC(Oc1ccc(-c2ccccc2)c(F)c1)c1ccn(S(=O)(=O)c2ccc(Br)cc2)n1 (stereo not given) was read as GALR2 antag -13, NPY Y2 blocker 1, MRP1 act 2.6, Measles CPE 10, HCT116 bCat-KO 59, Yeast lifespan up -26, Yeast growth inh -69, HCT116 PTEN-null 62 and E-sel TNF inh 11.
COc1ccc(OCCSc2nnc(-c3ccc(OC)cc3)n2N)cc1 was read as GALR2 antag -11, NPY Y2 blocker 1, Phagocyt inh 0, MRP1 act -0.6, Measles CPE 13, HCT116 bCat-KO 105, Yeast lifespan up -6, Yeast growth inh -10, HCT116 PTEN-null 90 and E-sel TNF inh 19.
For CC(C)(C)OC(=O)N1CCC[C@H]1c1nnc(SCc2ccccc2F)o1 the results were GALR2 antag 11, NPY Y2 blocker 4, Phagocyt inh 0, MRP1 act -3.3, Measles CPE 6, HCT116 bCat-KO 80, Yeast lifespan up -30, Yeast growth inh -9, HCT116 PTEN-null 83 and E-sel TNF inh -67.
For CCCCC1S/C(=N/N=C/c2ccc(OC)cc2)N(Cc2ccc(OC)cc2)C1=O (stereo not given) the results were GALR2 antag -9, NPY Y2 blocker 4, Phagocyt inh 0, MRP1 act 5.4*, Measles CPE 3, HCT116 bCat-KO 64, Yeast lifespan up 5, Yeast growth inh -11, HCT116 PTEN-null 56 and E-sel TNF inh -11.
Cn1ncc(Cl)c1C(=O)Nc1ccncc1 was read as GALR2 antag 2, NPY Y2 blocker 0, MRP1 act -1.6, Measles CPE 13, HCT116 bCat-KO 102, Yeast growth inh 2, HCT116 PTEN-null 101 and E-sel TNF inh 40.
For CN1CCN(CCOc2cccc(Cl)c2)CC1 the results were GALR2 antag 1, NPY Y2 blocker 3, MRP1 act -1.6, Measles CPE 2, HCT116 bCat-KO 102, Yeast lifespan up -20, Yeast growth inh 4, HCT116 PTEN-null 96 and E-sel TNF inh -3.
For C=CCn1c(SCn2nnc3ccccc3c2=O)nc2scc(-c3cccs3)c2c1=O the results were GALR2 antag 3, NPY Y2 blocker 1, Phagocyt inh 0, MRP1 act 2.5, Measles CPE 5, HCT116 bCat-KO 96, Yeast lifespan up 10, Yeast growth inh 1 and HCT116 PTEN-null 106.
Cc1ccc(S(=O)(=O)NC(C)CCc2ccccc2)cc1 (stereo not given) was read as GALR2 antag 0, NPY Y2 blocker 5, Phagocyt inh 1, MRP1 act -0.4, Measles CPE 17, HCT116 bCat-KO 88, Yeast lifespan up 4, Yeast growth inh -9, HCT116 PTEN-null 86 and E-sel TNF inh -50.
Screening CC1(C)Cc2nc3oc4c(N5CCOCC5)ncnc4c3cc2CO1 returned GALR2 antag -2, NPY Y2 blocker 0, Phagocyt inh -3, MRP1 act -1.0, Measles CPE 14, HCT116 bCat-KO 93, Yeast lifespan up -17, Yeast growth inh -1, HCT116 PTEN-null 85 and E-sel TNF inh -41.
Cc1oncc1-c1cn2ccccc2n1 was read as GALR2 antag -1, NPY Y2 blocker -2, Phagocyt inh 0, MRP1 act 1.6, Measles CPE 3, HCT116 bCat-KO 102, Yeast lifespan up -14, Yeast growth inh -21 and HCT116 PTEN-null 106.
c1ccc(-c2cc3c(N4CCOCC4)ncnc3s2)cc1 was read as GALR2 antag 1, NPY Y2 blocker 3, Phagocyt inh 0, MRP1 act -2.6, Measles CPE 5, HCT116 bCat-KO 88, Yeast lifespan up -25, Yeast growth inh -4, HCT116 PTEN-null 72 and E-sel TNF inh -17.
Screening COc1ccc(Oc2nccc(-c3ccccc3)c2C#N)cc1 returned GALR2 antag -27, NPY Y2 blocker 4, MRP1 act -1.0, Measles CPE 3, HCT116 bCat-KO 93, Yeast lifespan up -6, Yeast growth inh 4, HCT116 PTEN-null 105 and E-sel TNF inh -2.
For Cc1ccc(NCC(O)C(O)C(O)CO)cc1C (stereo not given) the results were GALR2 antag 2, NPY Y2 blocker 1, Phagocyt inh -1, MRP1 act -1.6, Measles CPE 1, HCT116 bCat-KO 79, Yeast lifespan up -9, Yeast growth inh -24, HCT116 PTEN-null 97 and E-sel TNF inh -15.
`O=C(Cn1cccc1)NCc1cccs1` gave GALR2 antag 4, NPY Y2 blocker 2, Phagocyt inh -3, MRP1 act -2.3, Measles CPE 9, HCT116 bCat-KO 96, Yeast lifespan up -6, Yeast growth inh -33, HCT116 PTEN-null 97 and E-sel TNF inh 15.

Screening data deposited in PubChem BioAssay by several laboratories.
